M1 antag = human M1 muscarinic receptor antagonists, primary screen, CHO-K1 cells, Fluo-8 calcium fluorescence, 1536-well. CHO-K1 hM1, ACh EC80 antagonist. actives 1.3% (n = 360,000). AID 588852, 2011. inhibition, % at 3 µM. Muscarinic acetylcholine receptor M1 (Homo sapiens), P11229;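 active means percent inhibition above its own plate's cutoff, namely the mean of that plate's compound wells plus 3 SD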;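 further: peak over basal fluorescence ratio during 140 s after agonist addition; 0% = ACh EC80 plus DMSO and 100% = DMSO alone without agonist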
M1 PAM = human M1 muscarinic receptor positive allosteric modulators, primary screen, CHO-K1 cells, Fluo-8 calcium fluorescence, 1536-well; CHO-K1 hM1, ACh EC20; 0% = ACh EC20, 100% = maximal ACh; AID 588819, 2011; Muscarinic acetylcholine receptor M1 (Homo sapiens), P11229; activation, % at 3 µM; actives 0.088% (n = 360,000); in the data active means activation above about 19%, passing the limit was not always enough
V1aR counter = agonists of human V1a receptor, primary screen, counter-screen for OXTR agonist project, fluorescence, CHO-V1R cells; Vasopressin V1a receptor (Homo sapiens), P37288; Fluo-8 calcium fluorescence, agonist mode; 0% DMSO, 100% 3 nM vasopressin; activation, % at 3 µM; actives 0.25% (n = 320,000);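 active means activation above the mean activation of all tested compounds plus 3 SD, per screening run, cut at about 20% in these data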;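 further: signal is peak over basal fluorescence ratio across a 100 second FLIPR read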
Target sequence (P37288 whole entry, looked up): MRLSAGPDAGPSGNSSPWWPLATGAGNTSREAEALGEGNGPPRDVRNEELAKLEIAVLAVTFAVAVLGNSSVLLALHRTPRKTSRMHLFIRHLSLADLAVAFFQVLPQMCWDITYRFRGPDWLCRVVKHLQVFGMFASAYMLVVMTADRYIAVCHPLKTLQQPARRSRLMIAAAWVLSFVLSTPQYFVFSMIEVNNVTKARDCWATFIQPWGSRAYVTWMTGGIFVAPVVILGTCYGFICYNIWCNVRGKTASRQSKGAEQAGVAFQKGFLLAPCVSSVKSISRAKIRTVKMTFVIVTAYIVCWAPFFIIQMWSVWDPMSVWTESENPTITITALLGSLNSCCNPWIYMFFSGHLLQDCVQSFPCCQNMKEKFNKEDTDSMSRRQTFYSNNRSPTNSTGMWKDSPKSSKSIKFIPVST
CHRM1 agonist = human M1 muscarinic receptor agonists, primary screen, Fluo-8 calcium fluorescence, CHO-K1 cells, HTS; CHO-K1 hM1, agonist mode; 0% DMSO, 100% acetylcholine EC100; activation, % at 3 µM; Muscarinic acetylcholine receptor M1 (Homo sapiens), P11229; actives 0.33% (n = 360,000); AID 588814, 2011;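 active means activation above the run's mean compound activation plus 3 SD, cut at about 16% in these data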;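 further: peak over basal fluorescence ratio within a 140 s kinetic read after compound addition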
OXTR ag = human OXTR agonists, primary screen, fluorescence, CHO-OTR cells, Fluo-8 calcium. Oxytocin receptor (Homo sapiens), P30559. Fluo-8 calcium fluorescence; normalized: DMSO 0%, oxytocin 100%. activation, % at 3 µM. actives 0.32% (n = 320,000). AID 2435, 2010;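 active means activation above the mean of all tested compounds plus 3 SD, cutoff set per screening run, cut at about 20% in these data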;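 further: peak over basal fluorescence ratio from a 100 s FLIPR kinetic read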
OXTR potentiator = human OXTR potentiators, primary screen, fluorescence, CHO-OTR cells, Fluo-8 calcium; Fluo-8 calcium fluorescence, potentiator mode; 0% = oxytocin EC15, 100% = EC100; activation, % at 3 µM; AID 2445, 2010; actives 0.061% (n = 320,000);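 active means activation above that plate's cutoff, the mean activation of tested compounds plus 3 SD, cut at about 6.6% in these data, passing the limit was not always enough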;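 further: 100% uses oxytocin at 75 nM as the full agonist control; some results filed as inactive read as strong as hits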
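Replication – single well per compound, singlicate · Assay system – CHO cell line stably expressing human OTR · Timing – 6 min pre-incubation, 100 s read · Measure – normalized max/min fluorescence ratio, % activation · Doses – 3.0 µM, one dose · Detection – Fluo-8 calcium dye fluorescence · Probe or stimulus – oxytocin near EC15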
TAAR1 antag = human TAAR1 antagonists, primary screen, Fluo-8 calcium fluorescence, CHO RD-HGA16 cells; inhibition, % at 3 µM; Trace amine-associated receptor 1 (Homo sapiens), Q96RJ0; actives 1.5% (n = 360,000); AID 624466, 2012; antagonist;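 active means inhibition above a per-plate cutoff, the mean inhibition of test compounds on that plate plus 3 SD, cut at about 49% in these data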;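 further: 0% = DMSO plus EC80 beta-PEA response and 100% = DMSO alone without agonist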
Target sequence (Q96RJ0 whole entry, looked up): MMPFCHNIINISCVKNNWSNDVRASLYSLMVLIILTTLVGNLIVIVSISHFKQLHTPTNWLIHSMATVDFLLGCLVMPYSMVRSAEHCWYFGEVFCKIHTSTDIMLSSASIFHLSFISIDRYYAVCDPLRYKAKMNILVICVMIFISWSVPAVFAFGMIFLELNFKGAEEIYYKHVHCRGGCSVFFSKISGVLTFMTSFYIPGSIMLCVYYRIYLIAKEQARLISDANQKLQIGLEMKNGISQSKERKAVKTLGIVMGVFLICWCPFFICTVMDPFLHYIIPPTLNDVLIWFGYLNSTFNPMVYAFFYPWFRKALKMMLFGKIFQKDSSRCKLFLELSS
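Material: CHO RD-HGA16 cells bearing hTAAR1; compound dosing: one-point dosing, 3 µM nominal final; schedule: dye loading 75 min at 37 °C, then 30 min room temperature; measured by: calcium fluorescence with Fluo-8; control set: vehicle and agonist controls; replication: n of 1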
TAAR1 agonist = human TAAR1 agonists, primary screen, Fluo-8 calcium fluorescence, CHO RD-HGA16 cells | Trace amine-associated receptor 1 (Homo sapiens), Q96RJ0 | vehicle wells 0%, saturating PEA agonist 100% | activation, % at 3 µM | actives 0.99% (n = 360,000) | AID 624467, 2012;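 active means activation above the mean activation of all test compounds in the run plus 3 SD, cut at about 38% in these data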
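Benchmarks: low control DMSO, high control PEA (EC100); System: CHO RD-HGA16 cells carrying human TAAR1 plus Gα16; Detection: Fluo-8 fluorescence, 5 s baseline then 140 s kinetic read; Schedule: 17-24 h plating, Fluo-8 75 min 37 °C, 30 min RT; Read-out basis: % activation from peak over basal fluorescence ratio, DMSO-to-PEA scaled.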
CHO parental Ca = ATP-evoked calcium signal inhibitors, parental CHO, primary screen, counter-screen for OX1R antagonist project, cell-based, fluorescence, Fluo-8 calcium dye | parental CHO-K1, ATP-induced calcium, Fluo-8 fluorescence | AID 463079, 2010 | actives 0.63% (n = 330,000) | inhibition, % at 5.6 µM;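 active means inhibition above that plate's mean sample inhibition plus 3 SD, cut at about 26% in these data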;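 further: 0% = ATP-challenged DMSO wells and 100% = DMSO wells without ATP; some compounds past the cut are filed as inactive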
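Material: Parental CHO cells | Reagent: ATP | Compound dosing: Single nominal dose of 5.6 µM per compound | Detection: Intracellular calcium via Fluo-8 no-wash fluorescent dye | Read-out: % inhibition of ATP-induced calcium mobilization | Benchmarks: Low control ATP plus DMSO, high control DMSO only | Replicates: Singlicate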
Numbers without * were called inactive; / = not tested or not shown.

(1) CCCn1c(SCC(=O)Nc2ccc(Cl)cc2F)nc(O)cc1=O
(2) CN1C(=O)C(C)(C)c2cc(S(=O)(=O)N3CCCC3C(=O)NCc3ccc(F)cc3)ccc21 (stereo not given)
(3) Cc1[nH]c2ccccc2c1C(c1ccccn1)N1CCCC1 (stereo not given)
(4) CSc1nc2c(c(-c3ccccc3)c1C#N)CCC2
(5) Cc1cccc(NC(=O)NNC(=O)c2cc3ccccc3cc2O)c1C
(6) Cc1c(C(=O)N/N=C/c2c(O)ccc3ccccc23)nnn1-c1nonc1N
(7) Cc1cccc(Cc2nnc(CCC(=O)NCc3cnc4ccccn34)o2)c1
(8) O=C(Oc1cc(=O)oc2c1c(=O)n1c3c(cccc23)CC1)c1ccccc1
(9) CCCCc1ccc(N=N/C(C(=O)Nc2cc(OC)c(NC(C)=O)cc2OC)=C(/C)O)cc1
(10) Cc1oc2ccc(O)cc2c1C(=O)c1ccc(Br)cc1
entry no. | 1 | 2 | 3 | 4 | 5 | 6 | 7 | 8 | 9 | 10
M1 antag | 0 | -15 | -25 | -1 | 4 | -14 | -12 | -12 | -13 | 2
M1 PAM | 1 | 9 | 17 | 0 | -4 | 5 | 10 | 8 | 11 | -2
V1aR counter | 0.3 | 0.9 | -0.1 | -0.8 | 3.5 | -0.3 | 0.6 | 0.6 | 0.3 | -1.1
CHRM1 agonist | 3 | -3 | 0 | -6 | -4 | -2 | -11 | -2 | -5 | -1
OXTR ag | 0.2 | -0.3 | 0.5 | -1.2 | 3.6 | 0.0 | 3.9 | -0.8 | -0.3 | -1.5
OXTR potentiator | -5 | -9 | 0 | -3 | -8 | -4 | -12 | 0 | -3 | -7
TAAR1 antag | 21 | -3 | 13 | 28 | 4 | -17 | -8 | -30 | -11 | 2
TAAR1 agonist | 7 | 3 | 0 | 8 | 2 | 6 | 8 | 5 | 2 | 3
CHO parental Ca | 3 | -15 | 6 | -7 | -11 | 1 | -15 | -22 | -12 | -11

Reprinted: nos. 1 to 2
(1) CCCn1c(SCC(=O)Nc2ccc(Cl)cc2F)nc(O)cc1=O
(2) CN1C(=O)C(C)(C)c2cc(S(=O)(=O)N3CCCC3C(=O)NCc3ccc(F)cc3)ccc21 (stereo not given)
entry no. | 1 | 2
M1 antag | 0 | -15
M1 PAM | 1 | 9
V1aR counter | 0.3 | 0.9
CHRM1 agonist | 3 | -3
OXTR ag | 0.2 | -0.3
OXTR potentiator | -5 | -9
TAAR1 antag | 21 | -3
TAAR1 agonist | 7 | 3
CHO parental Ca | 3 | -15

Further compounds
(11) COc1ccc(CCNC(=O)CSc2nnc(CNC(=O)c3cc(OC)c(OC)c(OC)c3)o2)cc1OC
(12) CC1(C(=O)NS(=O)(=O)Cc2cccc(Cl)c2)CCN1C(=O)CCc1cccs1 (stereo not given)
(13) CCO[C@H]1OC(C(=O)NCc2ccccc2)=C[C@@H](c2ccccc2)[C@@H]1CCCO
(14) COc1ccc(-c2c(-c3cc(OC)cc(OC)c3)n(C)c3ccc(-c4ccc(N(C)C)nc4)cc23)cc1
(15) Cc1ccc(-c2csc3ncn(CC(=O)NCC(c4ccco4)N4CCCC4)c(=O)c23)cc1 (stereo not given)
(16) Cn1ncc(N=Cc2ccccc2)c1C(N)=O
(17) COc1ccc(NC(=O)COC(=O)c2ccc(Cl)c(S(N)(=O)=O)c2)c([N+](=O)[O-])c1
(18) CCOC(=O)c1c(NC(=O)CSc2nc(C)cc(C)c2C#N)sc(C(C)=O)c1C
(19) Cc1cc(/C=N/NC(=O)CC#N)c(C)n1-c1ccc([N+](=O)[O-])cc1
(20) Cc1c(C(=O)NCCSCc2c(Cl)cccc2Cl)cccc1[N+](=O)[O-]
entry no. | 11 | 12 | 13 | 14 | 15 | 16 | 17 | 18 | 19 | 20
M1 antag | -15 | -4 | 9 | -2 | 7 | -18 | -22 | -2 | 4 | -4
M1 PAM | 10 | -2 | -2 | 3 | -7 | 0 | 12 | 8 | 1 | 3
V1aR counter | 0.3 | / | 2.6 | 0.9 | 1.9 | 1.2 | 3.3 | 0.4 | -0.3 | -0.6
CHRM1 agonist | -2 | -3 | -1 | -3 | -7 | 0 | -1 | 1 | -4 | -4
OXTR ag | 0.2 | / | 4.1 | 0.5 | 1.4 | 2.1 | 1.6 | -0.4 | -0.4 | -1.4
OXTR potentiator | -5 | / | -4 | -1 | -4 | -6 | -20 | -10 | -6 | -7
TAAR1 antag | -9 | -16 | -12 | 9 | -5 | 8 | -2 | -2 | -10 | -13
TAAR1 agonist | 1 | 0 | 18 | 1 | 1 | 3 | 2 | 2 | -1 | 6
CHO parental Ca | -4 | / | -24 | -14 | -33 | -5 | 3 | -6 | 4 | -12

(21) COc1ccc(C(CC(=O)Nc2nccs2)n2cccc2)cc1 (stereo not given)
(22) O=C(NNC(=O)C12CC3CC(CC(C3)C1)C2)c1cccc([N+](=O)[O-])c1
(23) O=C(NCc1ccccn1)C1CCC(=O)N1C1CCCCC1 (stereo not given)
(24) O=C(O)C1CC=C(Cl)CC1C(=O)NCc1ccccc1 (stereo not given)
(25) COc1cccc(-c2nnc(SCCOc3ccc4c(C)cc(=O)oc4c3)o2)c1
(26) Cc1cccc(C(=O)OCC(=O)NCc2cccs2)c1
(27) CCCN1CCC(=O)N([C@H](CSc2ccccc2)c2ccccc2)CC1
(28) O=C1C=C(NCC2CCCO2)CC(c2ccccc2)C1 (stereo not given)
entry no. | 21 | 22 | 23 | 24 | 25 | 26 | 27 | 28
M1 antag | -6 | -11 | -5 | 3 | -4 | 10 | 15 | -11
M1 PAM | 9 | 9 | 13 | 4 | 4 | -1 | -20 | 7
V1aR counter | 5.6 | 0.5 | 0.1 | 0.1 | 0.7 | 0.5 | -0.5 | /
CHRM1 agonist | 2 | 1 | 2 | -3 | -2 | -4 | -14 | -4
OXTR ag | -0.4 | 0.5 | 0.7 | 0.6 | 0.0 | -1.4 | 0.5 | /
OXTR potentiator | -18 | -11 | -5 | 1 | -1 | -6 | -12 | /
TAAR1 antag | 9 | -19 | 21 | -7 | 6 | 4 | -6 | 9
TAAR1 agonist | 6 | 2 | 3 | 13 | 2 | 1 | 4 | 4
CHO parental Ca | -19 | -8 | -14 | -1 | 17 | 2 | -22 | /

Some of these compounds in order of molecular weight, lowest first.
(16) Cn1ncc(N=Cc2ccccc2)c1C(N)=O
(28) O=C1C=C(NCC2CCCO2)CC(c2ccccc2)C1 (stereo not given)
(26) Cc1cccc(C(=O)OCC(=O)NCc2cccs2)c1
(23) O=C(NCc1ccccn1)C1CCC(=O)N1C1CCCCC1 (stereo not given)
(19) Cc1cc(/C=N/NC(=O)CC#N)c(C)n1-c1ccc([N+](=O)[O-])cc1
(21) COc1ccc(C(CC(=O)Nc2nccs2)n2cccc2)cc1 (stereo not given)
(22) O=C(NNC(=O)C12CC3CC(CC(C3)C1)C2)c1cccc([N+](=O)[O-])c1
(13) CCO[C@H]1OC(C(=O)NCc2ccccc2)=C[C@@H](c2ccccc2)[C@@H]1CCCO
(20) Cc1c(C(=O)NCCSCc2c(Cl)cccc2Cl)cccc1[N+](=O)[O-]
(25) COc1cccc(-c2nnc(SCCOc3ccc4c(C)cc(=O)oc4c3)o2)c1
(18) CCOC(=O)c1c(NC(=O)CSc2nc(C)cc(C)c2C#N)sc(C(C)=O)c1C
(15) Cc1ccc(-c2csc3ncn(CC(=O)NCC(c4ccco4)N4CCCC4)c(=O)c23)cc1 (stereo not given)
entry no. | 16 | 28 | 26 | 23 | 19 | 21 | 22 | 13 | 20 | 25 | 18 | 15
M1 antag | -18 | -11 | 10 | -5 | 4 | -6 | -11 | 9 | -4 | -4 | -2 | 7
M1 PAM | 0 | 7 | -1 | 13 | 1 | 9 | 9 | -2 | 3 | 4 | 8 | -7
V1aR counter | 1.2 | / | 0.5 | 0.1 | -0.3 | 5.6 | 0.5 | 2.6 | -0.6 | 0.7 | 0.4 | 1.9
CHRM1 agonist | 0 | -4 | -4 | 2 | -4 | 2 | 1 | -1 | -4 | -2 | 1 | -7
OXTR ag | 2.1 | / | -1.4 | 0.7 | -0.4 | -0.4 | 0.5 | 4.1 | -1.4 | 0.0 | -0.4 | 1.4
OXTR potentiator | -6 | / | -6 | -5 | -6 | -18 | -11 | -4 | -7 | -1 | -10 | -4
TAAR1 antag | 8 | 9 | 4 | 21 | -10 | 9 | -19 | -12 | -13 | 6 | -2 | -5
TAAR1 agonist | 3 | 4 | 1 | 3 | -1 | 6 | 2 | 18 | 6 | 2 | 2 | 1
CHO parental Ca | -5 | / | 2 | -14 | 4 | -19 | -8 | -24 | -12 | 17 | -6 | -33

(14) COc1ccc(-c2c(-c3cc(OC)cc(OC)c3)n(C)c3ccc(-c4ccc(N(C)C)nc4)cc23)cc1
entry no. | 14
M1 antag | -2
M1 PAM | 3
V1aR counter | 0.9
CHRM1 agonist | -3
OXTR ag | 0.5
OXTR potentiator | -1
TAAR1 antag | 9
TAAR1 agonist | 1
CHO parental Ca | -14

Source: PubChem BioAssay (The Scripps Research Institute Molecular Screening Center)
